NPSR antag = neuropeptide S receptor (human) antagonism, cAMP; Q6W5P4; CHO-NPSR cells, cAMP TR-FRET, antagonist mode; Potency, µM (titrated, usually from 38.3 µM), inactives show at the top dose activity change, negative = inhibition, actives largely listed as inhibitors; 220,000 tested, 1% active; AID 1461; note: potency is the fitted concentration of half-maximal effect; % is set by controls: 0 for no effect and ±100 for the full control effect; nearly all actives have a fitted effect of over 50% in size; many of its hits are not listed in these tables
Target sequence (Q6W5P4 whole entry, looked up): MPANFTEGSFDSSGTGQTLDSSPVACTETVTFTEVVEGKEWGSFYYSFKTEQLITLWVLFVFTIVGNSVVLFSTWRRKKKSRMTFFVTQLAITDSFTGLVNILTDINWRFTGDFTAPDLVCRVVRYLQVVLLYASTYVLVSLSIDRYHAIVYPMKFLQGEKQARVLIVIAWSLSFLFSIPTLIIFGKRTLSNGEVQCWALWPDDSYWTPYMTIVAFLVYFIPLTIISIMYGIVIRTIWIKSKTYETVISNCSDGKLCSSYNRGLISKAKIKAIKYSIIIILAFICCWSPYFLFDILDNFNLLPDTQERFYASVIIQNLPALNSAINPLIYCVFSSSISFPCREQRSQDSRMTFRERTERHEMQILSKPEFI
Luc counter = counter-screen: inhibitors of Kinase-Glo firefly luciferase; Q27757; Kinase-Glo luciferase, ATP luminescence, 8 min; Potency, µM (highest dose often 38.3 µM), without a hit: at the highest dose activity change, negative = inhibition, hits mostly inhibitors; 200,000 tested, 0.28% active; AID 1379; note: potency is the fitted concentration of half-maximal effect; % is set by controls: 0 for no effect and ±100 for the full control effect; nearly all actives have a fitted effect of over 60% in size
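Recombinant Kinase-Glo luciferase, 10 uM ATP (linear range), luciferin; imidazole pH 7.2 / KCl / MgCl2 / Tween / BSA buffer; 8 min RT; luminescence.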
Epigenetic reg = derepresses silenced GFP reporter in murine cells | 280,000 tested, 0.2% active | AID 1865 | murine LDR cells, GFP reporter derepression, 30 h | Potency, µM (doses to about 53.9 µM), without a hit: at the highest dose GFP activation, most hits filed as activators; note: potency is the fitted concentration of half-maximal effect; % of control where 0% means no effect; nearly all actives have a fitted effect of over 60% in size
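Reporter derepression read as number of fluorescent GFP-positive objects, 20-120 um in size, counted by laser-scanning cytometer. Mouse LDR line with an epigenetically silenced CMV-GFP locus; compound incubation 30 h, 37 C.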
HTT aggregate = reduces HttQ103-GFP aggregates in PC12 cells; PC12 HttQ103-GFP aggregates, Acumen cytometry, 40 h; Potency, µM (series often up to 46.1 µM), without a hit: at the top dose activity change, negative = inhibition, actives largely listed as inhibitors; 220,000 tested, 1.1% active; AID 1688; note: potency is the fitted concentration of half-maximal effect; % is set by controls: 0 for no effect and ±100 for the full control effect; nearly all actives have a fitted effect of over 60% in size
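PC12/HTTQ103-GFP, ecdysone-inducible; teb 100 nM; cpd qHTS titration; GFP aggregates read on laser cytometer, Ex 488/Em 500-530 nm.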
CBFb-RUNX1 inh = blocks binding between human CBF-beta and RUNX1. Q01196+Q13951. AlphaScreen CBFb-His/RUNX1-biotin binding, biochemical. Potency, µM (titrated, usually from 59.8 µM), without a hit: at the highest dose activity, negative = inhibition, usual class: inhibitors. 230,000 tested, under 10 active; note: % of control where 0% means no effect
Target sequence (Q01196 whole entry, looked up): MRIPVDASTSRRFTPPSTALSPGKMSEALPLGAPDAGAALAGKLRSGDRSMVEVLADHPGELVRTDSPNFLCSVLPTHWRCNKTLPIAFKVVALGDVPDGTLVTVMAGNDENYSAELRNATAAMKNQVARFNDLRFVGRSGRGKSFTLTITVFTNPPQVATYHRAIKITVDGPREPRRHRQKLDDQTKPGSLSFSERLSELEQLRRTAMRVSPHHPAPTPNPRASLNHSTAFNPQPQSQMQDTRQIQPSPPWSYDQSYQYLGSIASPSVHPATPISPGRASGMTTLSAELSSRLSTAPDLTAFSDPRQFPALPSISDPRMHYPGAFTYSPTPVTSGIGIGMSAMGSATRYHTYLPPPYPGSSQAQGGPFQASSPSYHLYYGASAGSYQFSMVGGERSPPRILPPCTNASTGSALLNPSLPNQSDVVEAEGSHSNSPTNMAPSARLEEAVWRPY
Target sequence (Q13951 whole entry, looked up): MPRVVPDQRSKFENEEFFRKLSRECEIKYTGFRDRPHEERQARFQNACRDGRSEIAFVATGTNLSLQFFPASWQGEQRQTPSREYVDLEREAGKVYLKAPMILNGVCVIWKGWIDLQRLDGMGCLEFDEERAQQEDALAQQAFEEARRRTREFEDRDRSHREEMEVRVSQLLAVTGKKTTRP
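CBFb-His/RUNX1-biotin, 30 nM each, preincubated 20 min RT; compound 15 min RT; Ni + streptavidin beads 50 ng each, 90 min RT; AlphaScreen read.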
IMPase Li inh = cell-permeable IMPase inhibitors with lithium potentiation | 210,000 tested, 0.35% active | CHO-M1 cells, IP1 TR-FRET (IP-One), carbachol + lithium | AID 1457 | Potency, µM (highest dose often 59.4 µM), inactives show top-dose activity, negative = IMPase inhibition, usual class: inhibitors;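 note: IP1 builds up when IMPase is blocked and the TR-FRET signal falls; potency is the fitted concentration of half-maximal effect; plate controls were basal vehicle for no effect and high inhibitor control for full effect; nearly all actives have a fitted effect of over 50% in size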
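CHO cells stably expressing M1 receptor (2000/well, cultured 16–30 h) treated 30 min at 37C with compound plus low lithium. Cytosolic IP1 by TR-FRET (665/620 ratio and 620 channel) after 10 min lysis; AC50 by Hill fit.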
L3MBTL1 block = inhibitors of human L3MBTL1; Q9Y468; 230,000 tested, 0.66% active; AlphaScreen L3MBTL1–H3K9me1 peptide binding; Potency, µM (highest dose often 57.1 µM), for the others: at the top dose activity, negative = inhibition, usual class: inhibitors; AID 485360; note: potency is the fitted concentration of half-maximal effect; % is set by controls: 0 for no effect and ±100 for the full control effect; nearly all actives have a fitted effect of over 60% in size
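Displacement of a biotinylated histone H3(1-15) peptide monomethylated at Lys9 (75 nM) from L3MBTL1 (50 nM) was measured by AlphaScreen after a 30 min room-temperature compound incubation; cefsulodin titration served as intraplate control.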
* hit, by the source's call; ? = inconclusive; . = not tested or not shown; & = joins results of further samples; [ ] = remark or other dose. Calls come from the whole dose curve; as a rule, active = well fitted curve in the direction sought with a large enough effect; inconclusive = small, poorly fitted or top-dose-only effect, or another doubt; inactive = no such curve, though single readings can be large; an effect the other way counts as inactive or inconclusive. An excerpt. The share of hits here may be higher or lower than overall.

SMILES | NPSR antag | Luc counter | Epigenetic reg | HTT aggregate | CBFb-RUNX1 inh | IMPase Li inh | L3MBTL1 block
O=C(O)C1CCCN1C(=O)OCC1c2ccccc2-c2ccccc21 (configuration not stated) | 10%[7.67 µM] | . | -1.4% | 2%[9.22 µM] | 1% | . | 15%
CCN1CNC(=S)N(C(C)c2ccccc2)C1 (configuration not stated) | 19% | 2% | 0.0% | -15% | -1% | -7% | 3%
O=C(CN1C(=O)NC2(CCc3ccccc3C2)C1=O)Nc1ccc(Cl)cc1F (configuration not stated) | 8% | 0% | 0.0% | 12% | 0% | -9% | 0%
COc1ccc(N(Cc2cc3cc(OC)ccc3[nH]c2=O)C(=O)C2CCCO2)cc1 (configuration not stated) | -2%[46.1 µM] | 0% | -1.8% | 7% | 1% | -2%[38.3 µM] | -2%
COc1ccccc1N1CCN(Cc2ccc(OC)c3ccccc23)CC1 | -4%[46.1 µM] | 0% | -0.8% | ? | -14% | 15% | -13%
O=C(CNc1ccc(Br)cc1)c1ccc(O)cc1 | -40% | . | 2.4% | 14% | 7% | -4% | .
CONC(=O)C1CCN(C(=O)OCc2ccccc2)CC1 | 9%[46.1 µM] | 3% | 5.5% | -14% | ? | 13%[38.3 µM] | -6%
CC(C)(C)NC(=O)C(c1ccco1)N(Cc1ccc2c(c1)OCO2)C(=O)Cn1nnc2ccccc21 (configuration not stated) | ? | -2% | -1.1% | 6% | 2% | 7%[38.3 µM] | -6%
COc1cc(CN(C(=S)NCC(=O)NC2CCCC2)C2CCCC2)cc(OC)c1OC | -12%[46.1 µM] | 3% | 0.0% | -3% | -12% | 5% | 9%
CSc1nc(C)cc(Oc2ccc(OCC(N)=O)nn2)n1 | 9% | 1% | -0.2% | 0% | 6% | 5% | 4%
CCOc1ccc(CC(=O)Nc2sc(Cc3ccccc3)c(C)c2C(N)=O)cc1OCC | -16%[46.1 µM] | 2% | 12% | 3% | -14% | -9%[38.3 µM] | -12%
CN1CC2=Cc3ccccc3OC23Oc2ccccc2C=C3C1 | -18%[46.1 µM] | -5% | ? | -64% | -2% | 15%[38.3 µM] | -8%
CS(=O)(=O)N(CC(=O)NCc1ccccc1)C1CCCCC1 | -5%[46.1 µM] | 1% | 0.0% | -3% | 2% | -4% | 8%
Cc1cc2oc3c(c(=O)c2cc1C)C(c1ccc(C(C)C)cc1)N(CCCN1CCOCC1)C3=O (configuration not stated) | -9% | -2% | -1.7% | 8% | 4%[2.36 µM] | 11% | 22%
COc1ccc(N2CCN(/C(=N\S(=O)(=O)c3ccccc3)Nc3nc(C)cc(C)n3)CC2)cc1 | -9%[46.1 µM] | 0% | 2.1% | -4% | 5% | 20%[38.3 µM] | .
Cc1nnc(SCCCCSc2nnc(C)c(=O)[nH]2)[nH]c1=O | 8% | 0% | -3.3% | -2% | 7% | -3% | .
Cc1cc(C)c2cc(CN(CCO)C(=O)Nc3ccc(Cl)cc3)c(=O)[nH]c2c1 | -21%[46.1 µM] | -7% | 6.1% | -13% | 4% | ? | .
Cc1c(C(=O)NCc2cccnc2)oc2ccc(S(=O)(=O)N3CCCC(C)C3)cc12 (configuration not stated) | ? | 1% | -0.7% | -28% | -2% | 6%[38.3 µM] | .
COc1ccc(C2CC(c3ccccc3C)n3nc(N)nc3N2)cc1 (configuration not stated) | -4%[46.1 µM] | 3% | -0.8% | -7% | 2% | 28%[38.3 µM] | 6%
COC(=O)c1ccc(/C=N/Nc2nc(C)c(C)s2)cc1 | 7% | . | -0.8% | 0%[9.22 µM] | -7% | . | 54%[activator]
CCN(CC)S(=O)(=O)c1ccc(Oc2cccc(C(C)=O)c2)nc1 | ? | 0% | 0.2% | 5.6µM* | -3% | 11%[38.3 µM] | 0%
COc1ccccc1N1CCN(C(=O)c2cc(-c3ccc(Cl)cc3)on2)CC1 | ? | 1% | 1.0% | -26% | 8% | -4%[38.3 µM] | -8%
COC(=O)CCC(=O)N(CCN(C(=O)CCC(=O)OC)c1ccccc1)c1ccccc1 | -8% | -2% | -3.3% | -12% | -4% | 3% | .
Cc1c(C(=O)Nc2nc3ccccc3[nH]2)cccc1[N+](=O)[O-] | 5% | 1% | 1.1% | -19% | -5% | 5% | 1%

Part of the list above, showing only Luc counter, Epigenetic reg and HTT aggregate:
smiles,Luc counter,Epigenetic reg,HTT aggregate
Cc1nnc(SCCCCSc2nnc(C)c(=O)[nH]2)[nH]c1=O,0%,-3.3%,-2%
COC(=O)CCC(=O)N(CCN(C(=O)CCC(=O)OC)c1ccccc1)c1ccccc1,-2%,-3.3%,-12%
COC(=O)c1ccc(/C=N/Nc2nc(C)c(C)s2)cc1,.,-0.8%,0%[9.22 µM]
CCN(CC)S(=O)(=O)c1ccc(Oc2cccc(C(C)=O)c2)nc1,0%,0.2%,5.6µM*
Cc1c(C(=O)NCc2cccnc2)oc2ccc(S(=O)(=O)N3CCCC(C)C3)cc12 (configuration not stated),1%,-0.7%,-28%

Later entries.
SMILES | NPSR antag | Luc counter | Epigenetic reg | HTT aggregate | CBFb-RUNX1 inh | IMPase Li inh | L3MBTL1 block
NS(=O)(=O)c1ccc(CCn2c(=S)[nH]c3ccc(F)cc3c2=O)cc1 | ? | 1% | ? | 12% | 7% | -4% | 15%
CCCS(=O)(=O)N1CCCC(C(=O)NCCc2ccc(OC)c(OC)c2)C1 (configuration not stated) | -9%[46.1 µM] | -3% | 0.0% | 16% | 13% | 21%[38.3 µM] | 6%
Cc1ccc(C)c(S(=O)(=O)N2CCN(CC(=O)NC(=O)NCc3ccccc3)CC2)c1 | -21%[46.1 µM] | -2% | -0.7% | 8% | -1% | 22%[38.3 µM] | 6%
CCCCN(CC)CCNC(=O)c1cc2c(=O)[nH]c3ccccc3c2n1C | 40% | . | 0.0%&-0.8% | 2% | 2% | 9% | .
O=C(CSc1ncn[nH]1)Nc1ncc(C(F)(F)F)cc1Cl | 7% | -2% | -2.7% | 16% | -2% | -1% | 14%
CC1CCC(C(C)C)C(OCC(O)CN2CCN(Cc3ccccc3)CC2)C1 (configuration not stated) | -16%[46.1 µM] | -5% | 6.4% | -6% | -1% | 11%[38.3 µM] | -5%
COC(=O)c1ccc(-c2ccc(Cl)cc2)nc1C | -1% | -7% | -1.0% | 5% | 10% | -7% | 37%[activator]
COc1cc(/C=C/C(=O)O)cc(S(=O)(=O)N(C)CCO)c1OC | -4%[46.1 µM] | -5% | -1.7% | ? | 0% | -2%[38.3 µM] | -3%
CC(=O)N1N=C(c2cccc([N+](=O)[O-])c2)OC1(C)CC(=O)Nc1ccccc1 (configuration not stated) | -10%[46.1 µM] | 2% | 0.0% | ? | 2% | 2% | 13%
O=C1CC(Cc2ccccc2)C(=O)N1CCc1ccc2c(c1)OCO2 (configuration not stated) | -6%[46.1 µM] | -1% | 1.8% | -30% | 27% | 28%[38.3 µM] | -1%[11.4 µM]
COc1ccc(-c2oc3cc(OC)ccc3c2C(=O)c2ccc(C#N)cc2)cc1 | . | 0% | 2.3% | . | 10% | 3% | .
COc1ccccc1-c1cncnc1-n1ccnc1 | . | -1% | 0.3% | . | . | 1% | .
O=C(c1ccc(S(=O)(=O)N2CCCCCC2)cc1)N(c1ccccn1)C1CCCCC1 | -39% | 4% | -0.2% | -25% | -1% | 19% | 5%
O=C(Nc1cccc(S(=O)(=O)N2CCOCC2)c1)c1cc2ccccc2o1 | -8% | . | 5.2% | 1%[9.22 µM] | -4% | . | .
CC(C)CC(=O)O/N=C1\C(=O)N(Cc2ccc(Cl)cc2)c2ccc([N+](=O)[O-])cc21 | -26%[46.1 µM] | -3% | -1.2% | ? | -8% | -2%[38.3 µM] | -7%
Cc1ccc(C2=NN(CCC(=O)NCCC(C)C)C(=O)CC2)cc1 | 18% | -1% | -0.9% | -10% | 4% | 2% | 13%
O=C(Nc1n[nH]c(C2CCCCC2)n1)C1CCCCC1 | -8%[46.1 µM] | 1% | 0.0% | 4.5µM* | 5% | 26%[38.3 µM] | 3%
Cc1ccccc1C(=O)NCCCCc1ccccc1 | 13% | 1% | 0.0% | -31% | 7% | 5% | 13%
O=C(c1cc2cc(Br)ccc2s1)N1CCOCC1 | 10% | -2% | -0.1% | 0% | -3% | 1% | -2%
O=C(NC1CCCC1)c1ccc(S(=O)(=O)N2CCCC2)cc1 | -10%[46.1 µM] | 2% | 0.0% | -11% | 4% | 27%[38.3 µM] | .
COc1ccc(-c2nc(N)n(C(=O)c3ccco3)n2)cc1 | 11% | -8% | 2.3% | -7% | 8% | -11% | .
Cc1ccc(NCc2nnc3n2CCCCC3)cc1 | 13%[46.1 µM] | -5% | 0.7% | 7% | 11% | -10%[38.3 µM] | 40%[activator]
CN(c1ccc(C(=O)NCc2ccc3c(c2)OCO3)cc1)S(=O)(=O)c1ccccc1 | -5% | 1% | -0.6% | 11% | -1% | 8% | 0%
CCCCNC(=S)NNC(=O)c1nn(C)cc1Cl | -3%[46.1 µM] | -1% | -2.0% | 21% | ? | 3% | 27%
CC(C)CC(NS(=O)(=O)c1ccccc1)C(=O)O (configuration not stated) | -11%[46.1 µM] | 16% | 4.7% | ? | -2% | 6%[38.3 µM] | .
COc1cc2c(cc1[N+](=O)[O-])n(C(C)C)c(=O)n2C(C)C | 11% | 2% | 3.5% | 13% | -3% | 12% | -15%
Cc1ccccc1C(=O)NC(NC(=S)Nc1ccc(S(N)(=O)=O)cc1)C(Cl)(Cl)Cl (configuration not stated) | 1% | -1% | 0.0% | ? | -4% | -1% | -1%
CC(=O)Nc1cccc(C(=O)/C=C/c2ccc[nH]2)c1 | 16%[7.67 µM] | . | -1.4% | 16%[9.22 µM] | 1% | . | -12%
Cc1ccc(NC(=O)c2sc(Cl)nc2-c2ccccc2)cc1 | -20%[46.1 µM] | -1% | 0.9% | -1% | 14% | 23%[38.3 µM] | .
C=C(C)C(=O)Nc1cccc(C2=NOC3(C2)C[C@H](C(N)=O)N(C(=O)/C=C/C)C3)c1 (some centres not stated) | 9% | . | 0.4% | -19%[9.22 µM] | ? | . | .
CC(=O)c1cccc(NC(=O)c2ccc(C)o2)c1 | 8% | -7% | -1.1% | 12% | -3% | 3% | -12%
CC1(C)C2CCC1(CS(=O)(=O)NC1CCCC1)C(=O)C2 (configuration not stated) | 12% | -3% | -0.1% | 1% | 7% | 0% | .

Bioassay records deposited in PubChem BioAssay by National Center for Advancing Translational Sciences (NCATS).
